# Screens as filed in PubChem BioAssay.
# NPC1 prom act = qHTS Assay for NPC1 Promoter Activators; AID 485313, 2010; Potency, µM (top dose mostly 9.22 µM), for the others: at the top dose activation, hits mostly activators; Huh7 NPC1 promoter luciferase reporter, 24 h; 320,000 compounds, 2.4% hits;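 note: % of control where 0% means no effect; nearly all actives have a fitted effect of over 60% in size; reporter is driven by a mutant NPC1 promoter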
#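 Luminescence from an NPC1 promoter-driven luciferase reporter in stably transfected Huh7 cells was measured after 24 h compound treatment at 37 °C, followed by 10 min ambient incubation with luciferase detection reagent.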
# FLuc modulator = qHTS profiling assay for firefly luciferase inhibitor/activator using purifed enzyme and Km concentrations of substrates (counterscreen for miR-21 project). purified FLuc, Km substrates, luminescence inhibition. Potency, µM (highest dose often 57.5 µM), without a hit: at the highest dose activity change, negative = inhibition, most hits filed as inhibitors. 360,000 compounds, 6.9% hits. AID 588342, 2011;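 note: plate controls were vehicle for no effect and reference inhibitor for full effect; nearly all actives have a fitted effect of over 55% in size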
#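 Purified P. pyralis luciferase, 10 nM final, with Km-level 10 uM D-luciferin and 10 uM ATP in 50 mM Tris acetate pH 7.5, 10 mM Mg acetate, 0.01% Tween-20, 0.05% BSA; 6-point qHTS titration about 60 µM downward; luminescence read.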
# p53 reactivation = qHTS assay for re-activators of p53 using a Luc reporter | Potency, µM (series often up to 92.2 µM), inactives show top-dose activity change, positive = activation, hits mostly activators | H1299 p53-A138V BP100-luciferase reporter, luminescence, 24 h | 320,000 compounds, 0.063% hits; note: % of control where 0% means no effect; nearly all actives have a fitted effect of over 45% in size
#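 p53-null H1299 cells stably carrying temperature-sensitive p53-A138V and a BP100-luciferase reporter were pinned with compounds (4-point, 1:5 series) and held 24 hrs at 37 deg C. Luminescence was read 10 min after detection reagent.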
# BRCA1 expr up = qHTS Assay to Identify Small Molecule Activators of BRCA1 Expression; MCF7-BRCA1-FFLuc reporter, luminescence, 48 h; response scale: scaled: vehicle 0%, 10 µM genistein 100%; Potency, µM (titrated, usually from 46.1 µM), for inactives: top-dose activation, hits mostly activators; 380,000 compounds, 1.1% hits; AID 624202, 2012; note: nearly all actives have a fitted effect of over 80% in size; some results filed as inactive show a strong effect at the top dose
#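 Using MCF7 cells harboring a BRCA1 firefly luciferase reporter, plated 2 h before compound pinning, the screen measured luminescence after 48 h incubation. Responses were normalized to DMSO and 10 microM genistein, then fitted for concentration-effect.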
# CXXC DNA block = qHTS Fluorescence Polarization Assay for Inhibitors of MLL CXXC domain - DNA interaction; Potency, µM (titrated, usually from 115 µM), without a hit: at the top dose activity change, negative = inhibition, actives largely listed as inhibitors; MLL-CXXC / FITC-HOXA9 DNA fluorescence polarization; 290,000 compounds, 0.037% hits; active = well fitted inhibition curve with a large enough effect in the polarisation, with a control signal flat, not every such curve was filed as active; inconclusive = small, poorly fitted or top-dose-only effect, or effect the other way, or a change in a side signal; inactive = no such curve, though single readings can be large or run the other way; the % refers to the polarisation
#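 Purified MLL-CXXC (added from a 7 uM solution) was preincubated 5 min at ambient with pinned compounds in 50 mM Tris-HCl pH 7.5, 50 mM NaCl, 1 mM DTT, 0.05% BSA. Fluorescein-labeled HOX-A9 DNA (50 nM solution) followed, 30 min, then polarization read.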
# RORgamma inh = qHTS for inhibitors of ROR gamma transcriptional activity; Drosophila S2 Gal4-RORgamma UAS-luciferase reporter, 20 h; AID 2551, 2010; Nuclear receptor ROR-gamma (Mus musculus), P51450; 310,000 compounds, 5.4% hits; Potency, µM (highest dose often 53.6 µM), for the others: at the highest dose activity change, negative = inhibition, hits mostly inhibitors; note: % is set by controls: 0 for no effect and ±100 for the full control effect; nearly all actives have a fitted effect of over 60% in size
#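 Luminescence from a UAS-regulated Photinus luciferase reporter in stably transfected Drosophila Schneider cells is measured; decreased signal marks ROR gamma inhibition. Fusion expression is induced by 700 uM copper sulfate for 20 hr.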
# ELG1 genotoxic = qHTS screen for small molecules that induce genotoxicity in human embryonic kidney (HEK293T) cells expressing luciferase-tagged ELG1; Potency, µM (titrated, usually from 46 µM), inactives show at the highest dose activity change, positive = activation, hits mostly activators; 330,000 compounds, 1.3% hits; HEK293T ELG1-luciferase reporter, luminescence, 16 h; note: % of control where 0% means no effect; nearly all actives have a fitted effect of over 60% in size
#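 Genotoxicity was scored as increased ELG1-luciferase reporter signal, measured by ONE-Glo luminescence (30 min, room temperature). Compound or vehicle exposure of the HEK293T reporter cells lasted 16 hr at 37°C.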
# MBNL1 CUG block = qHTS Assay for Inhibitors of MBNL1-poly(CUG) RNA binding; Muscleblind-like protein 1 (Homo sapiens), Q9NR56; TR-FRET MBNL1-His/biotin-(CUG)12 binding, 665/545 ratio; Potency, µM (titrated, usually from 57.5 µM), for the others: at the highest dose activity change, negative = inhibition, actives largely listed as inhibitors; 280,000 compounds, 0.036% hits; AID 2675, 2010; active = well fitted inhibition curve with a large enough effect in the signal ratio, with a control signal flat, not every such curve was filed as active; inconclusive = small, poorly fitted or top-dose-only effect, or effect the other way, or a change in a side signal; inactive = no such curve, though single readings can be large or run the other way; the % refers to the signal ratio; note: % is set by controls: 0 for no effect and ±100 for the full control effect
#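 Compound titration spanned 92 nM–58 uM against the MBNL1-His/biotin-(CUG)12 complex. After 60 min at room temperature with 5 nM streptavidin-XL665 and 0.055 ng/ul terbium anti-His, ratiometric 665/545 nm emission (Ex 340 nm) normalized to controls.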
# uPA generation = qHTS for Inhibitors of Cell Surface uPA Generation. AID 540303, 2011. cell surface uPA generation assay, qHTS. Potency, µM (doses to about 38.3 µM), for inactives: at the top dose activity change, negative = inhibition, hits mostly inhibitors. 330,000 compounds, 0.31% hits; active = well fitted inhibition curve with a large enough effect; inconclusive = small, poorly fitted or top-dose-only effect; inactive = no such curve, though single readings can be large or run the other way; tested in mouse RAW 264.7 cells; note: % is set by controls: 0 for no effect and ±100 for the full control effect; nearly all actives have a fitted effect of over 55% in size
# Rab9 promoter act = qHTS Assay for Rab9 Promoter Activators; AID 485297, 2010; 320,000 compounds, 2.8% hits; Huh7 Rab9 promoter-luciferase reporter, luminescence, 24 h; Potency, µM (titrated, usually from 9.22 µM), for inactives: at the top dose activation, negative = inhibition, hits mostly activators; note: % of control where 0% means no effect; nearly all actives have a fitted effect of over 60% in size
#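 Luminescence read-out: Huh7 cells stably expressing Rab9-luciferase, treated 24 h with compound at 37 °C, then lysed with luciferase reagent for 10 min at ambient before reading.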
# Gal4-VP16 FLuc = VP16 counterscreen qHTS for inhibitors of ROR gamma transcriptional activity | Drosophila S2 Gal4-VP16 UAS-luciferase, luminescence, 20 h | 310,000 compounds, 3.5% hits | Potency, µM (titrated, usually from 53.6 µM), without a hit: at the top dose activity, negative = inhibition, usual class: inhibitors | AID 2546, 2010;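 note: Gal4-VP16 expression switched on by copper sulfate through the metallothionein promoter; % is set by controls: 0 for no effect and ±100 for the full control effect; nearly all actives have a fitted effect of over 50% in size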
# Starred values were filed as active, the others as inactive; u = inconclusive; x = not tested or not shown; & = joins results of further samples; [ ] = dose if it differs, or a comment. Unless noted, calls come from the whole dose curve; as a rule, active = well fitted curve in the direction sought with a large enough effect; inconclusive = small, poorly fitted or top-dose-only effect, or another doubt; inactive = no such curve, though single readings can be large; an effect the other way counts as inactive or inconclusive. Potency is the fitted concentration of half-maximal effect.
SMILES,NPC1 prom act,FLuc modulator,p53 reactivation,BRCA1 expr up,CXXC DNA block,RORgamma inh,ELG1 genotoxic,MBNL1 CUG block,uPA generation,Rab9 promoter act,Gal4-VP16 FLuc
O=C(Cn1cnc2c(nnn2Cc2ccc(F)cc2)c1=O)N1CCN(c2ccccc2)CC1,-4%,4%,-4%,-13%,2%,21%,-2%,-9%,1%,0%,-14%
Cc1ccc([N+](=O)[O-])cc1S(=O)(=O)N1CCNCC1,-1%,0%,6%,8%,15%,3%,9%,u,3%,1%,3%
Cc1csc2c(C#N)c(=O)c3c(n12)CCC3,0%,-1%,-9%,6%,0%,-10%,1%,30%,3%,-2%,-10%
CC1(C)CC2(CCO1)C(Nc1ccccc1)=NC(=S)N2c1ccccc1 (stereo not drawn),-3%,-2%,-1%,-12%,4%,25%,-3%,x,2%,7%,3%
CCCC(=O)N(CCN1CCOCC1)c1nc2ccc(OCC)cc2s1,-2%,-9%,1%,25%,-9%,5%,1%[9.26 µM],-1%,-4%,6%,6%
Cc1ccc(S(=O)(=O)N(C)C)cc1NC(=O)/C=C/c1cccs1,0%,u,0%,-19%,0%,21%,-1%,u,0%,-3%,0%
CCN(CC(=O)Nc1ccc(OC)cc1)C(=O)c1ccc(N2CCCC2=O)cc1,-2%,-1%,0%,11%,x,x,5%,x,6%,-2%,x
COc1ccc(-n2nc(C)c3sc(C)nc3c2=O)cc1,-3%,-1%,8%,14%,8%,27%,6%,x,1%,2%,14%
CCOC(=O)c1sc2cc([N+](=O)[O-])cc(SCC(=O)OC)c2c1N,0%,-14%,3%,-17%,-3%,-13%,-8%,u,x,-1%,-9%
Nc1ccccc1Nc1nc2ccccc2[nH]1,0%,u,x,-4%,4%,-9%,-8%,-1%,-7%,-6%,9%
COc1ccc2c(c1[N+](=O)[O-])CCC/C2=N/OC(=O)c1cccc2ccccc12,-2%,4%,-7%,-35%,14%,-23%,-2%,8%,3%,14%,14µM*
CCc1ccc(OCC(=O)NNC(=S)NC(=O)C2CC2)c(Br)c1,-1%,9.5µM*,5%,0%,-9%,u,u,1%,1%,-2%,-17%
Cc1oc(-c2ccc(Cl)cc2)nc1CSCC(=O)NC1CCN(Cc2ccccc2)CC1,-30%[inhibitor],-3%,-3%,-32%,2%,22%,-6%[9.26 µM],-1%,-2%,-24%,-16%
CC(=O)c1cccc(OCc2cc(C(=O)NCc3nc(C)c(C)s3)no2)c1,u,17µM*,16%,u,-4%,0%,u,-3%,-8%,u,u
O=C(O)c1ccc(NC(=S)NC(=O)C(c2ccccc2)c2ccccc2)cc1,-2%,3%,5%,-25%,10%,13%,1%,0%,-4%,-1%,-2%
CC(=O)c1c(O)cc2n(c1=O)-c1ccc(Cl)cc1C2(C)C,-5%,2%,-6%,-30%,4%,10µM*,-8%,16%,6%,-5%,u
Cc1cnccc1CNC(=O)C1CCC(=O)N(Cc2ccc(Cl)cc2)C1 (stereo not drawn),0%,3%,-3%,20%,20%,-12%,0%,4%,6%,1%,4%
CCOC(=O)c1[nH]cnc1C(=O)Nc1ccccc1C,1%,5%,0%,-22%,1%,13µM*,9%,-1%,4%,-3%,-7%
CCOC(=O)c1c2n(c3ccc(O)cc13)CCCCC2,11%,-8%,-13%,-38%,12%,1%,-9%,4%,3%,-2%,-13%
Cc1cccn2cc(COc3cccc([N+](=O)[O-])c3)nc12,14%,u,6%,u,-8%,1%,11%,u,1%,u,0%
Oc1ccc(N=Cc2sc3ccccc3c2Cl)cc1,-3%,5.4µM*,27%,3%,1%,u,-2%,u,-24%,-14%,u
COc1ccc(N2CCN(c3ncccc3C#N)CC2)cc1,-4%,-1%,13%,-16%,3%,20%,-1%,7%,-1%,2%,-8%
Cc1ccc(Oc2nccc(-c3ccc(Cl)cc3)n2)cc1,11%,-6%,20%,u,-9%,4%,u,u,4%,17%,0%
COc1cccc(C=Nc2ccc(C)c(F)c2)c1O,2%,u,16%,-10%,9%,-40%,-4%,-7%,1%,2%,-18%
COc1cc2ccccc2cc1C(=O)N1CC(C)CC(C)C1 (stereo not drawn),-11%,4%,5%,-26%,6%,-3%,-3%,-1%,9%,5%,-19%
COc1ccc2c(c1OC)C(=O)OC2Nc1nc(-c2ccc(-c3ccccc3)cc2)cs1 (stereo not drawn),0.71µM*,1.3µM*,u,u,4%,-8%,3.3µM*,36%[activator],u,0.71µM*,-18%
CCOc1cccc(=O)c2c(C)n(CC3CCCO3)c(C)c12 (stereo not drawn),2%,2%,8%,-37%,-4%,0%[10 µM],5%,u,0%,-8%,-3%
S=C(c1ccccc1)N(c1ccccc1)c1ccccc1,0%,-1%,2%,-23%,-4%,u,-5%,-2%,8%,-4%,-7%
COC(=O)Cc1[nH]n(-c2nc3ccccc3s2)c(=O)c1C(C)=Nc1ccc(OC)cc1,-16%,u,-6%,-61%,-5%,-5%,u,5%,u,-29%,-7%
COc1ccccc1NC(=O)CCCc1c[nH]c2ccccc12,1%,-2%,-3%,3%,-3%,21%,4%,3%,-5%,0%,-8%
O=C(NCC1CCCO1)C1CCN(S(=O)(=O)Cc2ccccc2)CC1 (stereo not drawn),-1%,1%,1%,0%,3%,-4%,1%,1%,7%,-1%,9%
COc1ccc(C2CC(=O)C3=C(C2)Nc2ncnn2C3c2ccccc2C)cc1 (stereo not drawn),10%,-1%,-2%,-31%,-11%,-4%,-2%,-9%,0%,-4%,16%
COc1cc(CC(=O)Nc2ccc3nc(C)sc3c2)cc(OC)c1OC,-3%,0%,-3%,-5%,-1%,43%,-2%,1%,0%,-12%,u
COc1cc(NC(=O)Cn2nc(Cc3cccnc3)c3ccccc3c2=O)cc(OC)c1OC,-4%,6%&0%,-5%,-8%,-10%,u,2%,5%,-12%,0%,5%
CCOc1ccc(C(=O)Nc2ccc3c(c2)OCCO3)cc1[N+](=O)[O-],0%,u,u,46%,5%,39%,-13%,9%,2%,21%,-5%
O=C(COC(=O)c1ccc(S(=O)(=O)NCc2ccco2)cc1)NC1CCCCC1,1%,1%,3%,29%,5%,-4%,5%,-6%,6%,-12%,0%
CC(=O)Nc1ccc(CC#N)cc1,-5%,3%,3%,-7%,7%,25%,1%,3%,7%,-2%,-3%

# Entries of single compounds from above:
# COC(=O)Cc1[nH]n(-c2nc3ccccc3s2)c(=O)c1C(C)=Nc1ccc(OC)cc1 in the list: NPC1 prom act = -16%; FLuc modulator = u; p53 reactivation = -6%; BRCA1 expr up = -61%; CXXC DNA block = -5%; RORgamma inh = -5%; ELG1 genotoxic = u; MBNL1 CUG block = 5%; uPA generation = u; Rab9 promoter act = -29%; Gal4-VP16 FLuc = -7%
# COc1cccc(C=Nc2ccc(C)c(F)c2)c1O in the list: NPC1 prom act = 2%; FLuc modulator = u; p53 reactivation = 16%; BRCA1 expr up = -10%; CXXC DNA block = 9%; RORgamma inh = -40%; ELG1 genotoxic = -4%; MBNL1 CUG block = -7%; uPA generation = 1%; Rab9 promoter act = 2%; Gal4-VP16 FLuc = -18%

# Random excerpt: three compounds from above, in no set order.
SMILES,NPC1 prom act,FLuc modulator,p53 reactivation,BRCA1 expr up,CXXC DNA block,RORgamma inh,ELG1 genotoxic,MBNL1 CUG block,uPA generation,Rab9 promoter act,Gal4-VP16 FLuc
CCOc1cccc(=O)c2c(C)n(CC3CCCO3)c(C)c12 (stereo not drawn),2%,2%,8%,-37%,-4%,0%[10 µM],5%,u,0%,-8%,-3%
Oc1ccc(N=Cc2sc3ccccc3c2Cl)cc1,-3%,5.4µM*,27%,3%,1%,u,-2%,u,-24%,-14%,u
COc1ccc(C2CC(=O)C3=C(C2)Nc2ncnn2C3c2ccccc2C)cc1 (stereo not drawn),10%,-1%,-2%,-31%,-11%,-4%,-2%,-9%,0%,-4%,16%

# A portion of the library (hit frequency here may not be typical).
